HEK293 viab – cell viability loss counter-screen; 150,000 compounds, 0.12% hits; HEK-293-SNCA-luc viability, GF-AFC fluorescence, 24 h; Potency, µM (series often up to 57.1 µM), inactives show at the top dose activity change, negative = cytotoxicity, usual class: cytotoxic;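 note: potency is the fitted concentration of half-maximal effect; 0% = DMSO-treated cells and -100% = medium-only wells without cells; nearly all actives have a fitted effect of over 30% in size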
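HEK-293-SNCA-luc cells (1500/well) plated 24 h, then exposed 24 h to a dilution series; GF-AFC added 30 min at 37C, fluorescence 405/540 nm; normalised to medium-only and DMSO wells, Hill fit.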
SNCA expr inh – reduces expression of the alpha-synuclein gene | HEK-293 SNCA-luciferase knock-in, luminescence, 24 h | Potency, µM (titrated, usually from 57.2 µM), for the others: at the highest dose activity change, negative = inhibition, hits mostly inhibitors | 140,000 compounds, 0.17% hits;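 note: potency is the fitted concentration of half-maximal effect; plate controls were DMSO cells for no effect and cell-free wells for full effect; nearly all actives have a fitted effect of over 45% in size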
FLuc inh – blocks purified firefly luciferase enzyme activity | Potency, µM (doses to about 115 µM), inactives show top-dose activity change, negative = inhibition, usual class: inhibitors | 76,000 compounds, 2.5% hits | purified P. pyralis luciferase, luminescence, biochemical | AID 1347043 | P08659; note: potency is the fitted concentration of half-maximal effect; nearly all actives have a fitted effect of over 65% in size
Target sequence (P08659 whole entry, looked up): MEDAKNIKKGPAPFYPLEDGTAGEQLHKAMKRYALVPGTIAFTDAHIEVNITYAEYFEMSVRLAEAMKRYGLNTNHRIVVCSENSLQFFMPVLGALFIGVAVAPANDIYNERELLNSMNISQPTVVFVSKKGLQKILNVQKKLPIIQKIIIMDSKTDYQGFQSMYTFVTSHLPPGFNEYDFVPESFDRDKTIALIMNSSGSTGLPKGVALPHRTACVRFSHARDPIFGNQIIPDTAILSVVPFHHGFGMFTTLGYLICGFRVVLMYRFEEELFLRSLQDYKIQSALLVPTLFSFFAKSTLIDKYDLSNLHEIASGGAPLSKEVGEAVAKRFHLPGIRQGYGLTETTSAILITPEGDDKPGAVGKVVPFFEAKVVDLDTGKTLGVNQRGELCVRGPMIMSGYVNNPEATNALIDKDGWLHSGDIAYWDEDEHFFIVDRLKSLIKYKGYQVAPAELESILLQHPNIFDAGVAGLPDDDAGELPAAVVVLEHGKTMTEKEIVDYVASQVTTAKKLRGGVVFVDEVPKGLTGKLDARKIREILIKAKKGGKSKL
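Luminescence read by CCD imaging after purified firefly luciferase (10nM final) was added to substrate buffer holding 10uM D-luciferin and 10uM ATP, pH 7.5, pre-dosed with compound.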
IP6K1 inhibitor – inhibitors of human IP6K1; Q92551; IP6K1 kinase, ADP-Glo luminescence, 2 h; stronger effect = lower value; activity change, % (series mostly up to about 58 µM); 140,000 compounds, 0.81% hits; in the data active = activity change below about -25%
Target sequence (Q92551 whole entry, looked up): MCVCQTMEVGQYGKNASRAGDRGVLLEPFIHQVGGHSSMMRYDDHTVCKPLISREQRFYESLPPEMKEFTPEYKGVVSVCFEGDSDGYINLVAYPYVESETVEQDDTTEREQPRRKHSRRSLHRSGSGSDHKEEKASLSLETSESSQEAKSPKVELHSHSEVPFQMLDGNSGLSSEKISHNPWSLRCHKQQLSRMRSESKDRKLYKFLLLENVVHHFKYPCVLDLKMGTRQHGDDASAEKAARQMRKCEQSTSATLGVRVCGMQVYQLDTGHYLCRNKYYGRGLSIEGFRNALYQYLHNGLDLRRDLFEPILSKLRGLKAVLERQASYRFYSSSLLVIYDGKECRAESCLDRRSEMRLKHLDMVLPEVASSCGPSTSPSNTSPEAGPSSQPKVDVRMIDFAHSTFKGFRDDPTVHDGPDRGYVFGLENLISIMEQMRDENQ
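ADP-Glo luminescence measures ADP made by human IP6K1 during a 2 h RT reaction with ATP/IP6 (mix at 1.3 mM/130 uM); top library doses 57.5 and 19.1 uM final.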
GPT2 inh – blocks human glutamate pyruvate transaminase 2; Q8TD30; 100,000 compounds, 0.25% hits; Recombinant GPT2, coupled pyruvate oxidase/HRP Amplex Red fluorescence; Potency, µM (titrated, usually from 57.7 µM), inactives show top-dose activity change, negative = inhibition, actives largely listed as inhibitors; AID 1671188; note: potency is the fitted concentration of half-maximal effect; nearly all actives have a fitted effect of over 60% in size; many of its hits are not listed in these tables
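Inhibition is scored from Amplex Red fluorescence generated when pyruvate oxidase and HRP act on pyruvate released by GPT2. Reactions contain 10ng/uL enzyme, 250uM a-KG and 2mM L-alanine and run 30 min at room temperature.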
NIH3T3 tox – cytotoxic compounds in NIH 3T3 cells; NIH 3T3 viability, CellTiter-Glo ATP luminescence, 48-72 h; Potency, µM (highest dose often 96.7 µM), for the others: top-dose activity change, negative = cytotoxicity, usual class: inhibitors; 94,000 compounds, 4.3% hits; note: potency is the fitted concentration of half-maximal effect; nearly all actives have a fitted effect of over 55% in size
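Viability of NIH 3T3 cells after 48 or 72 hr compound treatment at 37 °C was assessed by CellTiter-Glo, with luminescence imaged following a 10 min room-temperature step.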
HEK cytotox – kills HEK 293 cells | HEK 293 viability, ATP luminescence (CellTiter-Glo), 48-72 h | Potency, µM (series often up to 115 µM), inactives show top-dose activity change, negative = cytotoxicity, hits mostly inhibitors | 94,000 compounds, 6.6% hits; note: potency is the fitted concentration of half-maximal effect; nearly all actives have a fitted effect of over 60% in size
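Cytotoxicity was scored by loss of ATP-coupled luminescence (CellTiter-Glo) in HEK 293 cells. Compound treatment ran 48 or 72 hr at 37 degree Celsius, 5% CO2, 95% humidity.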
The depositor's hits bear a star; i = inactive; ? = inconclusive; · = no result given; [ ] = dose if it differs, or a comment. Unless noted, calls come from the whole dose curve; as a rule, active = well fitted curve in the direction sought with a large enough effect; inconclusive = small, poorly fitted or top-dose-only effect, or another doubt; inactive = no such curve, though single readings can be large; an effect the other way counts as inactive or inconclusive. Unless noted, % is set by controls: 0 for no effect and ±100 for the full control effect.

canonical_smiles,HEK293 viab,SNCA expr inh,FLuc inh,IP6K1 inhibitor,GPT2 inh,NIH3T3 tox,HEK cytotox
CCOC(=O)[C@@H]1[C@@H](O)C(=O)N(Cc2ccccc2)C12CCN(C(=O)c1ccc(C(C)(C)C)cc1)CC2,·,·,·,18.3,·,?,?
COc1ccc(-c2nc3c(c(SCC(=O)Nc4ccccc4OC)n2)Cc2cccc(C)c2O3)cc1,-0.6%,0.3%,·,15.0,·,·,·
Cc1ccc(C(=O)COC(=O)c2cc(-c3ccccc3)nc3ccccc23)cc1C,-6.4%,?,·,-4.2,·,·,·
Cc1cccc(-n2ccnc2SCC(=O)Nc2ccc(F)cc2F)c1C,-7.2%,-2.8%,·,1.2,·,·,·
CN(C)C(=O)c1cccnc1OC1CCN(C(=O)NC(C)(C)C)C1 (configuration not stated),4.3%,-8.5%,4.2%,-6.6,-3.6%,i,i
CC1=NS(=O)(=O)N(C)C=C1C(=O)OCc1nc(-c2ccc3c(c2)OCO3)no1,11.7%,-13.2%,?,9.5,i,-6.4%,-10.1%
CNCc1ccccc1Cl,2.7%[87.6 µM],28.2%[87.6 µM],·,-1.2,i,-25.3%[174 µM],-13.2%[230 µM]
CC1=C[C@@H](CNC(=O)c2ccncc2)[C@H](C(C)C)C[C@H]1CC(=O)NCc1ccc(C#N)cc1,-6.3%,1.3%,0.4%,-4.4,3.1%,?,?
CN1C(=O)C(CC(=O)NCc2ccccc2)=C2CCCCC21 (configuration not stated),-3.4%,79.0%[activator],-10.7%,6.5,1.6%,-3.6%,i
Cc1nn2c(c1-c1cccnc1N1CCOCC1)N(C(=O)COc1ccccc1)CCC2,2.3%[87.6 µM],12.1%[87.6 µM],-5.9%[172 µM],-0.4,-5.4%[88.5 µM],100µM*,1.4%[172 µM]
COc1ccccc1-c1ccc(C(=O)N2CCC(NC(=O)N(C)C)CC2)cc1,6.8%[12.5 µM],?,·,-4.6,-3.2%,-14.1%,0.1%
CCCN1CCCC2(Cc3ccccc3CN(C(=O)CCCC(=O)O)C2)C1 (configuration not stated),6.6%,1.3%,·,5.8,i,i,i
O=C(Nc1cccc(Cl)c1)c1cc2c(=O)[nH]c3ccccc3c2s1,12.6%,37.3%[activator],·,2.9,·,·,·
CC1=C[C@@H](CNC(C)C)[C@H](C(C)C)C[C@H]1Cc1nnc(-c2ccc(N(C)C)cc2)o1,?,?,-9.4%[172 µM],-0.2,3.0%[88.5 µM],31.6µM*,31.6µM*
COC(=O)N1CCc2nc(C3CC3)nc(-c3ccc(O)cc3)c2CC1,-4.0%[87.6 µM],9.9%[87.6 µM],·,6.1,-28.8%[88.5 µM],-26.7%[138 µM],0.5%[172 µM]
COc1ccc(C(=O)N[C@@H]2CCC[C@@H]2C(=O)N2CCN(c3cc(C)ccc3C)CC2)cc1,-27.3%,-5.9%,4.8%,9.6,-3.9%,-17.1%,?
COc1ccc(C2NC(=O)N(CC(=O)N3CCC(C)CC3)C3=C2C(=O)OC3)cc1 (configuration not stated),-12.7%,-17.0%,-8.7%,-6.5,?,-14.8%,-4.3%
COCc1ccc2c(c1)c(OC(C)(C)C(=O)Nc1ccn(C)n1)nn2Cc1cccnc1,0.8%[87.6 µM],2.4%[87.6 µM],-7.3%[172 µM],9.5,i,?,-12.3%[172 µM]
O=C(Nc1ccc(Cl)cc1)N1CCC2(CC1)C(=O)NCN2Cc1ccc(Cl)cc1,7.2%,-5.2%,-13.4%,-4.2,?,?,?
COc1ccccc1CCNC(=O)c1ccc(NC(=O)N2CC(C)Sc3ccccc32)cc1 (configuration not stated),-9.9%,-19.2%,·,28.9,·,·,·
CN(Cc1ccc(OC(F)(F)F)cc1)C(=O)C1(C)CCOCC1,9.3%,-19.4%,·,-2.1,-7.4%,-18.8%,-28.0%
CCC1c2nccn2CCCN1C(=O)CN1CCCC1=O (configuration not stated),-1.1%,36.9%[activator],-1.5%,-1.5,3.5%,-9.3%,1.4%
CCN(C(=O)c1nn(C)c2c1CSc1ccccc1-2)c1cccc(C)c1,-4.4%,-4.9%,·,36.3,·,·,·
COc1ccc(C(=O)N2CCC(N3CC4(CCCCC4)C3c3ccncc3)CC2)c(OC)c1 (configuration not stated),-10.3%,32.9%[activator],·,-3.9,i,?,?
CCc1nnc(NC(=O)c2cc(=O)c3cc(C)ccc3o2)s1,-2.9%,32.7%[activator],·,-15.2,·,·,·
COc1cccc(C(=O)N2CCC(c3n[nH]c(=O)n3-c3ccc(C)cc3)CC2)c1OC,7.1%,29.0%,-0.4%,-2.6,i,-24.9%,1.3%
COc1ccc(C(=O)NC2(C(F)(F)F)C(=O)Nc3c2c(=O)[nH]c(=O)n3CCc2ccc(OC)c(OC)c2)cc1 (configuration not stated),1.2%,2.6%,·,7.7,·,·,·
CCc1ccc(NC(=O)CCc2nnc3n(C)c(=O)c4sccc4n23)cc1,-9.9%,16.4%,·,1.9,·,·,·
COc1ccc(-c2noc(Nc3cc(C)ccc3OC)n2)cc1,-18.1%,159.0%[activator],17.8µM*,20.2,i,?,?
O=C(c1ccccc1F)N1CCC(n2cc(-c3nc(-c4ccccc4)no3)nn2)C1 (configuration not stated),-7.6%,5.6%,-23.9%,9.5,i,?,?

Brought forward from above: 2 entries; new compounds follow.
canonical_smiles,HEK293 viab,SNCA expr inh,FLuc inh,IP6K1 inhibitor,GPT2 inh,NIH3T3 tox,HEK cytotox
COc1ccc(-c2noc(Nc3cc(C)ccc3OC)n2)cc1,-18.1%,159.0%[activator],17.8µM*,20.2,i,?,?
O=C(c1ccccc1F)N1CCC(n2cc(-c3nc(-c4ccccc4)no3)nn2)C1 (configuration not stated),-7.6%,5.6%,-23.9%,9.5,i,?,?
COC[C@@H]1[C@H](C(=O)NCc2ccc(F)cc2)CCC(=O)N1C,7.8%,6.5%,·,12.0,1.3%,-13.2%,-23.6%
COc1cccc(-c2nnnn2[C@H]2CO[C@H]3[C@@H]2OC[C@@H]3NS(=O)(=O)Cc2ccccc2)c1,-7.5%,1.7%,0.3%,-10.5,-5.8%,-16.4%,-18.9%
COC[C@H]1C[C@@H](NC(=O)Nc2ccc(C(F)(F)F)cc2)[C@H](O)[C@@H]1O,0.4%[87.6 µM],7.6%[87.6 µM],1.7%[172 µM],0.7,-5.3%[88.5 µM],-3.6%[138 µM],0.7%[172 µM]
COc1ccc(C(=O)N2CCC(C3CCN(S(C)(=O)=O)CC3)C2)c(C)c1 (configuration not stated),-0.1%[12.5 µM],34.6%[activator],2.5%,-1.7,1.9%,-19.0%,i
O=C(Cn1cc(S(=O)(=O)Cc2ccccc2Cl)c2ccccc21)NCc1ccccc1Cl,5.3%,35.7%[activator],·,-17.7,·,·,·
O=C(C1CCCN1c1nc2ncccc2o1)N1CCCC1 (configuration not stated),-10.8%[87.6 µM],-13.0%[87.6 µM],-10.4%[172 µM],0.6,4.0%[88.5 µM],-14.9%[138 µM],-7.7%[172 µM]
CC(C)CNC(=O)Cc1ccc(N(Cc2ccccc2)C(=O)c2ccco2)cc1,5.5%,10.3%,-8.7%,-9.7,i,?,?
Cc1cnc(-c2cccnc2)n1C1CCCN(C(=O)c2cnccn2)C1 (configuration not stated),-0.1%,-2.6%,·,12.8,-5.6%,-19.9%,1.5%
COC1C(=O)N(C2CCN(C(=O)NCc3ccc(C)cc3)CC2)C12CCOCC2 (configuration not stated),9.8%,-5.9%,-9.3%,-7.7,-16.5%,i,-5.0%
COc1ccc(C2Cn3nnc(-c4noc(COc5ccc(F)cc5)n4)c3CO2)cc1 (configuration not stated),-1.6%,2.6%,-6.0%,6.0,0.3%,-15.8%,?
CCCCc1nn(CC(=O)N2CCNC(=O)C2)c(=O)n1CCc1ccccc1,-4.0%,3.2%,-5.0%,17.2,i,-0.5%,-2.9%
c1cnc(N2CCOCC2)c(CNCc2ccc(C3CCCCO3)o2)c1 (configuration not stated),-6.5%,?,4.5%,3.3,-5.9%,-25.8%,-22.0%
CN(C(=O)c1nn(C)c2c1COc1ccccc1-2)c1cccc(C(F)(F)F)c1,0.8%,5.8%,·,9.5,·,·,·
COc1ccc(CN2C(=O)c3oc4ccccc4c(=O)c3C2c2ccc(O)cc2)cc1 (configuration not stated),-7.4%,29.3%,·,3.5,·,·,·
Cc1ccc(S(=O)(=O)N2CCC(n3cnnc3C(C)C)CC2)cc1F,-2.5%,0.2%,0.3%,-1.8,-12.5%,-17.1%,?

Looked up above.
COc1cccc(C(=O)N2CCC(c3n[nH]c(=O)n3-c3ccc(C)cc3)CC2)c1OC | IP6K1 inhibitor = -2.6
CNCc1ccccc1Cl | SNCA expr inh = 28.2%[87.6 µM]

Remaining list, next part.
canonical_smiles,HEK293 viab,SNCA expr inh,FLuc inh,IP6K1 inhibitor,GPT2 inh,NIH3T3 tox,HEK cytotox
O=C(NC1CCCCC1)[C@@H]1C[C@@H](O)CN1C1CCN(C(=O)c2ccco2)CC1,-4.0%,-7.7%,3.2%,3.8,1.5%,i,2.1%
Cc1ccc(-c2cc3c(=O)n(CCNC(=O)c4ccc(Cl)cc4)ccn3n2)c(C)c1,-3.8%,6.0%,-14.6%,1.2,i,?,39.8µM*
CC(C)n1cnnc1CC1CCCN(S(=O)(=O)c2ccccc2)C1 (configuration not stated),9.6%,29.5%,·,1.6,-0.1%,2.1%,i
COC[C@@H]1CN(C(=O)c2cc(C)nn2C)C[C@H]1c1ccncc1,3.1%,-9.5%,-9.9%,-8.4,-28.4%,-26.2%,-23.4%
O=C(c1ccno1)N1C[C@@H](F)[C@@H](OCc2nc3ccc(F)cc3[nH]2)C1,-6.0%[87.6 µM],148.4%[activator][87.6 µM],0.5%[172 µM],4.2,2.0%[88.5 µM],-5.1%[174 µM],-2.5%[172 µM]
COCCCn1c(=N)c(C(=O)NC2CCCCC2)cc2c(=O)n3cc(C)ccc3nc21,?,?,·,2.3,·,·,·
CCC1=C(C(=O)OC)C(c2ccccc2)N2C(CC(=O)N(C)Cc3ccccc3)=CSC2=N1 (configuration not stated),9.4%,-5.1%,-7.8%,17.1,-13.8%,?,?
Cn1nc(C(=O)NCCc2ccc(Cl)cc2)c2c1-c1ccccc1SC2,-3.3%,?,·,5.6,·,·,·
CCN(CC)C(=O)CC[C@@H]1CNC(=O)[C@@H]2C[C@H](NCc3cccs3)CN12,2.4%[87.6 µM],7.4%[87.6 µM],-13.3%[172 µM],-0.2,i,?,2.3%[172 µM]
CCCN(C)C(=O)Cc1ccc(N(Cc2ccc(C)cc2)C(=O)c2ccco2)cc1,-3.7%,6.9%,-14.3%,-13.2,i,?,?
CCC1c2nccn2CCCN1C(=O)c1ccc(OC)nc1OC (configuration not stated),-11.0%,-8.3%,-3.7%,0.7,i,-7.0%,-12.3%

High-throughput results: PubChem, National Center for Advancing Translational Sciences (NCATS)
